TAG inh – reduces triacylglycerol accumulation in H9c2 cells | Nile Red lipid (TAG) fluorescence; cells loaded with 200 µM oleic acid | inhibition, % at 12.5 µM | 230,000 tested, 0.66% active | AID 651582;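 active = pattern-corrected inhibition of lipid staining of at least 50% with the nuclear-stain viability signal not falling by more than 50%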;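 also: 0% = DMSO wells and 100% = triacsin C control wells; some results filed as inactive read as strong as hits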
TAG inh DAPI viability – further read-out of TAG inh, marked with its call; DAPI nuclei signal change (viability), lower = more cytotoxic, %;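 whole-well DAPI fluorescence read on a plate reader as a viability signal; minus 50 percent equals half of cells still viable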
* hit, by the source's call; i = inactive.

Values in the order: TAG inh, TAG inh DAPI viability
COc1ccc(N=Cc2ccc(-c3ccccc3)o2)cc1
 : 2.9, -3.4
COc1ccc(/C=C2\SC(=O)N(CCNC(=O)C3CC4C=CC3C4)C2=O)cc1 (stereo not given)
 : 0.8, -1.6
Cc1c(C(=O)C(C)C)n(C)c2ccccc12
 : -7.6, 4.2
O=C(NCCc1ccccc1)c1ccc(Br)o1
 : -6.8, -2.2
COc1ccc(Cc2[nH]n3c(=O)c(Cl)c(C)nc3c2-c2ccccc2)cc1
 : -8.8, -2.8
CCCNC(=O)c1ccc(N2CCC3(CC2)CC(c2ccccc2)=NO3)c(NC(=O)c2cccc(C)c2)c1
 : -4.0, 3.9
N/C(Cc1ccc(Cl)cc1)=N\OC(=O)c1ccc2ccccc2c1
 : -27.1, 8.2
Cc1ccc(CN2CCC2(C)C(=O)NC2CCc3ccccc32)cc1 (stereo not given)
 : 2.4, -13.7
Cc1cc(C(=O)OCC(=O)N2CC(C)CC(C)C2)c(C)o1 (stereo not given)
 : 4.2, 3.1
O=C(/C=C/c1ccc(Cl)c([N+](=O)[O-])c1)c1ccc(O)cc1
 : -8.0, 9.7
Cc1ccccc1N1CCN(C2CCCN(C(=O)c3ccnn3C)C2)CC1 (stereo not given)
 : 6.4, 1.7
COc1cccc(NC(=O)c2ccncc2)c1
 : -2.6, -1.5
Nc1ncnc2c1CN(Cc1ccccc1)CC2
 : 0.1, 12.1
Cc1c(N2C(=O)/C(=C/c3ccccc3)SC2=S)c(=O)n(-c2ccccc2)n1C
 : -38.9, 1.8
Cc1cccc(NC(=O)CN2C(=O)CNC2=O)c1
 : 5.9, -6.3

Continued:
Values in the order: TAG inh, TAG inh DAPI viability
CC1(C(=O)NS(=O)(=O)c2ccc(Cl)cc2)CCN1C(=O)C1(c2ccc(Cl)cc2)CCC1 (stereo not given)
 : 11.0, -2.9
CC(=O)c1ccc(NC(=O)C(Cc2ccccc2)n2cccc2)cc1 (stereo not given)
 : -4.6, -5.2
O=C(CSCC(=O)N1CCN(c2ccccc2)CC1)Nc1nc(-c2ccc(Cl)s2)cs1
 : 3.4, 5.7
O=C(Cc1ccccc1[N+](=O)[O-])NCC1(c2cccc3c2OCO3)OCCO1
 : 1.4, -3.3
CCOC(=O)c1cnc2c(C)cccc2c1Nc1cccc(C(=O)O)c1
 : -1.9, 1.0
COCCOC(=O)C1=C(N)OC2=C(C(=O)CCC2)C1c1cccnc1 (stereo not given)
 : 26.7, -17.3
Cc1ccc(NC(=O)CSCC(=O)O)c(C)c1
 : -8.6, -2.2
COCCN1C(=O)c2ccccc2C(C(=O)N2CCN(c3ccccn3)CC2)C1c1ccc(F)cc1 (stereo not given)
 : 19.6, -12.3
O=C(NN=C1CCCCCCC1)C(=O)NC1CCCCC1
 : 6.9, -2.7
COc1cc(NC(=O)CCN2CCN(CCO)CC2)cc(OC)c1
 : -1.5, -4.5
COc1cc(C)c(S(=O)(=O)NC2CC(C)(C)NC(C)(C)C2)cc1C
 : 8.1, -14.7
CSc1cccc(NC(=O)c2ccc(Cl)nc2)c1
 : 1.0, -1.8
CCOC(=O)c1sc(NC(=O)CSc2nccc(C)n2)c(C#N)c1C
 : 2.2, 2.0
COc1cc(NC(=O)COC(=O)CC2CC3CCC2C3)cc(OC)c1 (stereo not given)
 : -6.2, 3.8
COc1cccc(OCCSc2nnc3sc4ccccc4n23)c1
 : -1.9, 11.0

Following part
Values in the order: TAG inh, TAG inh DAPI viability
CCNC(=O)O/N=C(\C)c1sc(-c2ccc(Cl)cc2)nc1C
 : -18.6, 10.7
CCC(C)[C@H](NC(=O)OC(C)(C)C)C(=O)N/N=C/c1ccc2cc(OC)ccc2n1 (stereo not given in full)
 : 5.3, 18.0
Cc1ccc2nc(C)cc(N/N=C/c3cccc(O)c3)c2c1
 : 3.0, 1.3
O=C(Cn1cnc2c(NCc3ccccc3)ncnc21)NCCCc1ccccc1
 : 1.9, 1.1
CC(=O)NCC1(O)CCCC(C)C1 (stereo not given)
 : 3.0, 4.9
Cc1ccccc1NC(=O)Nc1nnc([C@@H]2C[C@H](O)[C@@H](CO)O2)s1
 : 10.8, -0.8
CC(C)(C)C(=O)C(C(c1ccccc1)N1CCOCC1)N1CCOCC1 (stereo not given)
 : 9.6, -0.6
O=C(NCC(c1ccco1)N1CCCC1)c1ccc(S(=O)(=O)Nc2ccccc2F)cc1 (stereo not given)
 : 5.6, -1.6
Cc1nn(C)cc1/C=N\NC(=O)c1ccc2c(c1)c(C)c(C)n2Cc1ccccc1
 : -45.1, 17.9
COCCCNc1nc(SCc2ccccc2)nc2sc3c(c12)CCC3
 : 16.6, 8.0
CCC(NC(=O)CNC(=O)c1ccc2c(c1)OCO2)c1ccc(Br)cc1 (stereo not given)
 : 12.1, -4.0
O=C(NCCc1ccccc1)/C(=C\c1cccc([N+](=O)[O-])c1)NC(=O)c1ccco1
 : 6.7, 0.7
COCCNC(=O)COc1cc(=O)n(C)c2ccccc12
 : 2.1, 0.3
Cc1ccc(S(=O)(=O)N/N=C(\c2ccccc2)c2cccnc2)cc1
 : -8.0, 3.3
CCCC(=O)NCCSC
 : -6.2, -5.8

Remaining list, next part.
Values in the order: TAG inh, TAG inh DAPI viability
O=C(NCCC1=CCCCC1)c1ccc(Br)o1
 : 8.3, -3.0
Cc1nccc(-c2ccc(-n3c(C)ccc3C)cc2)n1
 : -11.0, 4.4
COC(=O)Cc1c(C)c2ccc(OC(=O)c3ccco3)cc2oc1=O
 : 3.7, 21.6
COc1cccc(NC(=O)NCc2ccccc2Cl)c1
 : -0.5, -10.8
Cc1ccccc1CNc1ccc(C(CC(N)=O)NC(=O)c2ccc(Br)cc2)cc1[N+](=O)[O-] (stereo not given)
 : 5.9, 1.9
CCOc1ccc(NC(=O)C2=NN(c3ccccc3)C(=O)CC2)cc1S(=O)(=O)N1CCCCC1
 : 4.9, -0.4
Cc1ccc(S(=O)(=O)NCCCCCC(N)=O)cc1
 : -8.5, 0.1
Cn1ncc(N=Cc2ccccc2[N+](=O)[O-])c1C(N)=O
 : 8.3, -7.4
Clc1cc(Cl)c2nc(N3CCCC3)sc2c1
 : -12.8, 0.7
CCOC(=O)c1ccc(N2Cc3ccccc3C2=NC(=O)c2cccc([N+](=O)[O-])c2)cc1
 : 4.9, 3.0
Cc1ccccc1C(=O)NNc1ncnc2c1cnn2C
 : -5.0, 7.7
O=S(=O)(NCCCCNS(=O)(=O)c1ccc(F)cc1)c1ccc(F)cc1
 : -8.6, 2.9
O=C(CN1NS(=O)(=O)c2ccccc2C1=O)Nc1ccccc1OC(F)F
 : 1.4, 3.6
C[C@H](O)[C@@H]1C(=O)N2CCc3ccc(N4CCOCC4)cc3[C@@H]2C[C@@H]1N(C)S(=O)(=O)c1ccccc1
 : -2.3, -1.0
Cc1nc2nc[nH]n2c(=O)c1CCC(C)C
 : 12.9, -0.2

(continued)
Values in the order: TAG inh, TAG inh DAPI viability
CSc1cccc(NC(=O)N2CCCC(CNS(=O)(=O)Cc3ccccc3)C2)c1 (stereo not given)
 : 12.7, 6.4
O=C(CSc1nnc(NC(=O)c2cccc(F)c2)s1)NCC1CCCO1 (stereo not given)
 : 1.5, 9.3
C=CCNc1nc(SC)nc2ccsc12
 : -4.0, 9.6
Cc1ccc(S(=O)(=O)N2CCOCC2)cc1NC(=O)CSc1nc(N)cc(N)n1
 : 10.5, -0.3
NC(=S)NN=Cc1cc(-c2cccc(N)c2)ccn1
 : -21.2, -28.3
COc1ccc(NC(=O)c2ccccc2)c([N+](=O)[O-])c1
 : 3.4, -3.0
COC(C[C@H](O)C[C@H](O)[C@@H](C)OCc1ccccc1)OC
 : 1.0, 3.8
Cc1nn(Cc2ccccc2)c2sc(C(=O)N3CCN(Cc4ccc5c(c4)OCO5)CC3)cc12
 : 7.0, -2.4
CC(=O)O[C@H]1[C@@H](O)[C@H](O)[C@H](Oc2c(O)c(C)c3c4c2[C@@H](C)CC[C@@H]4[C@@H](C)C[C@H]3C=C(C)C)O[C@H]1C
 : 31.2, 10.8
N#CCCN(C(=O)COC(=O)CCNS(=O)(=O)c1ccccc1)c1ccccc1
 : 7.8, -7.3
Cc1cc(C)c(C(=O)OCC(=O)NCc2cccs2)c(C)c1
 : 0.0, 3.7
CC(=O)Nc1ccc(C(F)(F)F)cc1Cl
 : -2.1, -0.7
CCN(CC)CCn1c2c(c(SCC(=O)Nc3nccs3)nc1=O)CCCC2
 : 7.3, -1.8
COc1ccccc1CNc1nc2cc(-c3ccc(OC)c(OC)c3)sc2c(=O)n1C
 : 0.1, 10.1
CCCc1ccc(C(C)NC(=S)NC2CCCCC2)cc1 (stereo not given)
 : -15.5, 11.4

Among those listed so far, these have a COOH group.
Values in the order: TAG inh, TAG inh DAPI viability
CCOC(=O)c1cnc2c(C)cccc2c1Nc1cccc(C(=O)O)c1
 : -1.9, 1.0
Cc1ccc(NC(=O)CSCC(=O)O)c(C)c1
 : -8.6, -2.2

(more compounds)
Values in the order: TAG inh, TAG inh DAPI viability
COc1cnc(-c2ccccn2)nc1Oc1ccc(F)cc1F
 : -9.5, 7.0
Cc1noc(C)c1S(=O)(=O)N(C)C[C@H]1Oc2c(NC(=O)NC(C)C)cccc2C(=O)N([C@H](C)CO)C[C@@H]1C
 : -24.0, -2.2
O=C(NCc1ccc(Cl)cc1)C1CCCN(S(=O)(=O)c2cnc[nH]2)C1 (stereo not given)
 : 1.8, -2.1
Cc1ncoc1C(=O)N1CCc2c([nH]c3ccccc23)C1C(C)(C)C (stereo not given)
 : 14.0, -1.0
COc1c(C)cc(Br)cc1C(=O)Nc1ccccc1C
 : -13.2, 8.0
CCCc1nc2c(sc3nc4c(cc32)COC(C)(C)C4)c(=O)o1
 : 6.0, 8.0
CCC(=O)N1CCc2cc(S(=O)(=O)NC(C(=O)NCc3ccc(C)cc3)C(C)C)ccc21 (stereo not given)
 : 1.8, -0.7
COc1ccc(NC(=O)C2CCN(c3nc(-c4ccc(OC)cc4)no3)CC2)cc1
 : -4.5, 7.9
COc1ccc2nc(NC(=O)C3CCN(S(=O)(=O)c4cnc[nH]4)CC3)sc2c1
 : -15.0, 14.9
COCCNC(=O)c1c(N)n(/N=C/c2ccc(F)cc2)c2nc3ccccc3nc12
 : 28.6, i
COC(=O)c1cccc(NC(=O)c2ccc(S(=O)(=O)N(C)c3ccccc3OC)cc2)c1
 : 12.4, -7.5
CC1CCN(c2c(NCC3CCC(C(=O)NCCc4ccc(Cl)cc4)CC3)c(=O)c2=O)CC1 (stereo not given)
 : 4.2, -6.2
Cc1ccc(CCN2CC(C(=O)NCCCN3CCOCC3)CC2=O)cc1 (stereo not given)
 : 12.4, 5.6
CC(Oc1cccc(Cl)c1)C(=O)NCc1ccc(S(N)(=O)=O)cc1 (stereo not given)
 : -24.0, 4.1
Cc1cc(/C=C2\NC(=S)N(C)C2=O)ccc1N1CCCC1
 : -28.1, 6.6

(further entries)
Values in the order: TAG inh, TAG inh DAPI viability
CCOc1ccccc1C(=O)N1CCC(n2nnc3cc(C)ccc32)CC1
 : -6.1, 2.5
CCCC(=O)Nc1nc(-c2ccc3c(c2)OCCO3)cs1
 : 3.2, 1.0
NNC(=O)c1cc(NS(=O)(=O)c2cccs2)cc(NS(=O)(=O)c2cccs2)c1
 : 1.0, -10.7
OC(c1ccc(Cl)c(Cl)c1)c1ncc(-c2ccccc2C(F)(F)F)[nH]1 (stereo not given)
 : -20.0, 2.3
CCc1nc2ccccc2c(C(=O)OC2CCCCC2=O)c1C (stereo not given)
 : 1.0, 3.6
CC1=C(c2ccccc2)C(=S)NC(C)(C)C1
 : -8.9, 1.7
CS(=O)(=O)N1CCCC(C(=O)Nc2ccccc2)C1 (stereo not given)
 : -5.0, 1.0
O=C(c1ccc(Cl)c(Cl)c1)N1CCC(=O)N(C(COCc2ccccc2)Cc2ccccc2)CC1 (stereo not given)
 : -25.2, -5.6
O=C(CSc1nnnn1-c1ccccc1)Nc1ccc(N2CCOCC2)cc1
 : 10.9, -3.2
Cc1ccsc1C(=O)OCC(=O)NCc1ccc(Cl)cc1
 : 7.8, 12.7
CCCCCC(=O)N1C[C@H](O)[C@@H](n2cc(-c3ccc(F)cc3)nn2)C[C@@H]1c1ccc(Cl)cc1
 : 4.7, -10.5
O=C(O)CCCC(=O)Nc1ccc(Sc2ccc([N+](=O)[O-])cc2)cc1
 : -8.0, -3.0
COc1ccc(NC(=O)c2ccc3ccccc3c2OC)cc1
 : -7.1, -4.1
O=C(NCc1ccccn1)C1CC(c2ccccc2Cl)=NO1 (stereo not given)
 : -0.5, 0.3
CC(C)CCN1CCC(C)(NC(=O)c2ccccc2)C1=O (stereo not given)
 : -16.8, 0.8

New compounds follow:
Values in the order: TAG inh, TAG inh DAPI viability
Cc1cccnc1CCNC(=O)CC1C(=O)NCCN1CC1CCCCC1 (stereo not given)
 : 12.5, 5.7
O=C(O)c1ccc(S(=O)(=O)N(CCc2ccccc2)Cc2ccc(Cl)cc2)cc1
 : 2.9, 0.0
Oc1ccc(-c2nc3ccccc3nc2-c2ccc(O)cc2O)c(O)c1
 : -11.4, 3.0
CN(NC(=O)NN)c1ncc(C(F)(F)F)cc1Cl
 : -7.6, -12.1
Cc1ccc(CNc2ncnc(N)c2[N+](=O)[O-])cc1
 : -17.3, 7.1
O=C(CSCc1ccc(Cl)cc1)NCCSCc1ccco1
 : -4.5, 4.7
O=C(COc1cccc(NC(=O)c2ccco2)c1)c1ccccc1
 : -89.9, -3.5
CCCCn1c(N)c(N(CC)C(=O)C2=NN(c3ccccc3)C(=O)CC2)c(=O)[nH]c1=O
 : 3.7, -3.4
O=C(CN1C(=O)NC2(CCCC2)C1=O)Nc1cc(C(F)(F)F)ccc1N1CCOCC1
 : -2.1, 3.3
O=C(OCc1nnc(-c2ccc([N+](=O)[O-])cc2)o1)C1CC(=O)N(CCc2ccccc2)C1 (stereo not given)
 : 2.8, -5.7
O=C(Nc1nnc(-c2ccc(Cl)cc2)o1)c1nc2ccccc2s1
 : -2.5, -4.1
CCc1ccc2c(c1)NC(=O)C2(C)Cc1ccccc1OC (stereo not given)
 : -6.0, -13.1
O=C(c1cc2nc(-c3ccco3)cc(C(F)(F)F)n2n1)N1CCc2ccccc2C1
 : -0.4, 9.4
CCOc1ccc(CN2C(=O)c3ccccc3C2=O)cc1C(=O)N1CCC(C(N)=O)CC1
 : 5.5, 2.7
O=C1Nc2ccccc2C1Cc1ccccn1 (stereo not given)
 : -3.5, -0.1

Compound activity from PubChem BioAssay.

Not all compounds are listed, so the mix of outcomes need not match the whole.
